rTrxR1 inhibitor: inhibitors of rat thioredoxin reductase 1; O89049; recombinant rTrxR1, NADPH fluorescence consumption, selenite substrate; Potency, µM (top dose mostly 114 µM), inactives show top-dose activity change, negative = inhibition, hits mostly inhibitors; actives 1% (n = 390,000); AID 588453; note: potency is the fitted concentration of half-maximal effect; % is set by controls: 0 for no effect and ±100 for the full control effect; nearly all actives have a fitted effect of over 65% in size
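Rat TrxR1 (90 nM in the dispensed reagent) was pre-reduced with 400 uM NADPH for 5 min at room temperature, then incubated with compound for 15 min. After 400 uM selenite was added, NADPH fluorescence (Ex 340/Em 450 nm) was followed for 8 min.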
Vif-A3F inh: blocks the Vif interaction with APOBEC3F | HeLa A3F-eYFP + Vif (tagged APOBEC3F with the HIV-1 protein that degrades it), YFP fluorescence increase | Potency, µM (titrated, usually from 46.1 µM), for inactives: at the top dose activity, negative = active | actives 0.2% (n = 390,000) | AID 602313; note: potency is the fitted concentration of half-maximal effect; % of control where 0% means no effect; nearly all actives have a fitted effect of over 65% in size
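Fluorescence increase (Ex 488/Em 500-530) after overnight compound treatment at 37 deg C flags inhibition of Vif-driven A3F-eYFP loss in stable HeLa A3F-eYFP/Vif cells seeded overnight beforehand.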
TrxR1 substrate: is turned over as a substrate by rat TrxR1; O89049; purified TrxR1 substrate turnover, NADPH consumption readout; Potency, µM (highest dose often 114 µM), for inactives: at the top dose activity change, negative = substrate turnover; actives 0.01% (n = 390,000); AID 588456; note: potency is the fitted concentration of half-maximal effect; % is set by controls: 0 for no effect and ±100 for the full control effect; nearly all actives have a fitted effect of over 50% in size
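Rat TrxR1, dispensed at 90 nM, was prereduced with 400 uM NADPH (final) for 5 min at ~22 deg C, then incubated with compound 15 min before 400 uM selenite. A first-read NADPH fluorescence drop versus no-compound background flagged substrates.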
Glioma ERSR ind: ER stress response induction in glioma; U87-MG GRP78 promoter luciferase reporter, 16 h; Potency, µM, for the others: at the top dose activation, most hits filed as activators; actives 0.02% (n = 420,000); note: potency is the fitted concentration of half-maximal effect; series mostly up to about 76 µM; % of control where 0% means no effect; nearly all actives have a fitted effect of over 35% in size
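Stably transfected U87-MG human glioma cells carrying a GRP78-based luminescent sensor were seeded at 1000 cells/well, pin-dosed with compounds and incubated 16 h. Luciferase reagent was then added, and end-point luminescence was read after 10 min at room temperature.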
mIDH1 inhibitor: inhibitors of human mutant IDH1 R132H; O75874; AID 602179; IDH1-R132H enzyme, NADPH consumption, diaphorase/resazurin fluorescence; Potency, µM (highest dose often 76.6 µM), for inactives: at the top dose activity change, negative = inhibition, hits mostly inhibitors; actives 0.093% (n = 390,000); note: potency is the fitted concentration of half-maximal effect; % is set by controls: 0 for no effect and ±100 for the full control effect; nearly all actives have a fitted effect of over 65% in size
Target sequence (O75874 whole entry R132H, stated change not applied): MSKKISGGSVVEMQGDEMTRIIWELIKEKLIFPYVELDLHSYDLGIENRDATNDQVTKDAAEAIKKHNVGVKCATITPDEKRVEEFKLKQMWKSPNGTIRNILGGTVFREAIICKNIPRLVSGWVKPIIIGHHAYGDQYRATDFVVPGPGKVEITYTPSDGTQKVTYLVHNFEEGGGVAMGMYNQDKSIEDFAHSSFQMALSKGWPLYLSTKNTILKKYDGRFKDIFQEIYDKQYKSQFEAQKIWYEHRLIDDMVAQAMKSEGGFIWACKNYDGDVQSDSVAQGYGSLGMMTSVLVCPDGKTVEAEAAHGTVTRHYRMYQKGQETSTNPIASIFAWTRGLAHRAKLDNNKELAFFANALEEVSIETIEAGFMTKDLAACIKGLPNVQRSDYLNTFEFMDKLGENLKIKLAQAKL
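IDH1-R132H (0.5 ug/mL dispensed) in pH 7.5 Tris buffer was preincubated 30 min with compound, then given a substrate mix of 0.016 mM NADPH and 2 mM alpha-KG for 80 min at room temperature; remaining NADPH was read by diaphorase/resazurin fluorescence.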
RGS4 inhibitor: inhibitors of human regulator of G protein signaling 4. actives 0.039% (n = 390,000). Transcreener GDP fluorescence polarization, RGS4-accelerated GTP hydrolysis. Potency, µM (top dose mostly 114 µM), for the others: at the highest dose activity change, negative = inhibition, most hits filed as inhibitors. AID 504845; note: potency is the fitted concentration of half-maximal effect; % is set by controls: 0 for no effect and ±100 for the full control effect; nearly all actives have a fitted effect of over 75% in size; some results filed as inactive show a strong effect at the top dose
Target sequence (P49798 whole entry, looked up): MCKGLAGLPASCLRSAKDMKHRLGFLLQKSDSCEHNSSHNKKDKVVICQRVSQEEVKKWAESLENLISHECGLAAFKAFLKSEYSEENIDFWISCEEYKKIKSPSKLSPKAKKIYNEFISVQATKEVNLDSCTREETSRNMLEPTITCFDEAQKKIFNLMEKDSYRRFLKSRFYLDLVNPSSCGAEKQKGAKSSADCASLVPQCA
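MLSMR compounds (23 nl, pin-transferred) preincubated 10 min at room temperature with a 500nM (2x) first reagent, then RGS4 at 900nM (2x) plus Transcreener GDP mix added; fluorescence polarization (620/688 nm) read before and after 90 min at 30 °C.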
Vif-A3G inh: Vif-A3G binding inhibition | Q9HC16 | HeLa A3G-eYFP + Vif (tagged APOBEC3G with the HIV-1 protein that degrades it), YFP fluorescence, overnight | AID 602310 | actives 0.076% (n = 410,000) | Potency, µM (highest dose often 46.1 µM), for the others: at the highest dose activity, negative = active, most hits filed as inhibitors;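 note: potency is the fitted concentration of half-maximal effect; % is set by controls: 0 for no effect and ±100 for the full control effect; nearly all actives have a fitted effect of over 60% in size; hits raise eYFP signal because A3G escapes Vif-driven loss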
Target sequence (Q9HC16 whole entry, looked up): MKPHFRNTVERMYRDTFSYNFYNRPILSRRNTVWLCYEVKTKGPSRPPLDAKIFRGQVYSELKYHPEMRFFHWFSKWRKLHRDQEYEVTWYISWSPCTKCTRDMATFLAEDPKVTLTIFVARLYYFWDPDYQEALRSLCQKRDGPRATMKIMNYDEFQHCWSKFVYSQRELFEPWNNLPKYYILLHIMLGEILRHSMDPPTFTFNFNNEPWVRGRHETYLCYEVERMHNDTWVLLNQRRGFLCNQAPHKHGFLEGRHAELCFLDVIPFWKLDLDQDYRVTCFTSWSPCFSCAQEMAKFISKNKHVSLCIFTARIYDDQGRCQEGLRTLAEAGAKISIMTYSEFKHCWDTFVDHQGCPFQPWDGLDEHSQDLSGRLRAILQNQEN
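Read-out is eYFP fluorescence (Ex 488/Em 500-530) from Vif-expressing HeLa A3G-eYFP cells; more signal means A3G escaped Vif-mediated degradation. Cells plated overnight, compound pinned in, incubated overnight at 37 deg C.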
USP1-UAF1 inh: USP1/UAF1 (human) deubiquitinase inhibition; Potency, µM (top dose mostly 57.1 µM), without a hit: top-dose activity change, negative = inhibition, most hits filed as inhibitors; recombinant USP1/UAF1, Ub-Rhodamine cleavage fluorescence; actives 0.23% (n = 390,000); note: potency is the fitted concentration of half-maximal effect; % is set by controls: 0 for no effect and ±100 for the full control effect; nearly all actives have a fitted effect of over 60% in size; inactives centre near -12
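High-throughput fluorogenic screen: 1nM USP1/UAF1 complex, Ub-Rho substrate 150nM final, 50mM HEPES pH 7.8 with 0.5mM EDTA, 0.1 mg/ml BSA, 1mM TCEP and 0.01% Tween-20.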
LDHA inh: blocks human lactate dehydrogenase A. purified LDHA, NADH/diaphorase-resazurin fluorescence; active compounds read low. activity change, % (values are at about 110 or 230 µM). actives 0.15% (n = 480,000). AID 1347041; in the data active = activity change below about -30%; inconclusive = mostly about -25% to -30%;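 note: plate controls were DMSO wells for no effect and wells without enzyme for full effect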
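Remaining NADH was detected by diaphorase (0.133 mg/mL) converting 37 µM resazurin to fluorescent resorufin, read at 0 and 20 minutes. The preceding 5-minute room-temperature reaction used 2 nM LDHA, 0.2 mM sodium pyruvate and 0.06 mM NADH at pH 7.4.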
Active calls of the source: *; ? = inconclusive; nt = no result given; [ ] = remark or other dose. Unless noted, calls come from the whole dose curve; as a rule, active = well fitted curve in the direction sought with a large enough effect; inconclusive = small, poorly fitted or top-dose-only effect, or another doubt; inactive = no such curve, though single readings can be large; an effect the other way counts as inactive or inconclusive.

Screens in order – rTrxR1 inhibitor, Vif-A3F inh, TrxR1 substrate, Glioma ERSR ind, mIDH1 inhibitor, RGS4 inhibitor, Vif-A3G inh, USP1-UAF1 inh, LDHA inh
O=c1nccc(SCc2ccc(Cl)cc2Cl)[nH]1
→ 9%[57.1 µM], 0%, -1%[57.1 µM], -8%, 3%, -4%, -4%, -12%, -5
CCn1cc(S(=O)(=O)NCc2ccc3c(c2)OCO3)cn1
→ 22%, 2%, 7%, -1%, -8%, 5%, -5%, -26%, -2
COc1ccc(-c2cnc3c(c2)CCC3(C#N)C#N)cc1
→ 12%, -14%, 123%[activator], -3%, 6%, -37%, ?, -24%, 2
CC1Cc2ccccc2N1C(=O)CCn1cccn1 (stereo not drawn)
→ 20%, -1%, -1%, -2%, -4%, -8%, 2%, -8%, -5
CCCCOc1ccc(C2c3c(oc4ccccc4c3=O)C(=O)N2c2nc(C)c(C(=O)OCC)s2)cc1OC (stereo not drawn)
→ 13%, 0%, 2%, -2%, -2%, -5%, -2%, 5%, -2
CCOc1ccc(CC(=O)N2CCN(c3ccc(N4CCOCC4)nn3)CC2)cc1OCC
→ 28%, 3%, 77%[activator], -4%, 5%, 24%, 7%, -24%, 0
COc1cc(Cl)c(S(=O)(=O)N2CCOCC2)cc1Cl
→ 11%, -3%, 1%, 0%, 4%, -8%, 1%, -9%, 5
O=C(NCCCN1CCOCC1)c1ccco1
→ 5%, -5%, 5%, 3%, 5%, -2%, -3%, -7%, -2
COc1ccccc1CNC(=O)COC(=O)Cc1cccc(F)c1
→ 17%, 5%, 4%, -3%, 5%, -36%, 0%, -19%, 3
Cc1cccc(NC2=NCC(=O)N2Cc2ccccc2)c1
→ 11%[57.1 µM], 2%, -4%, 5%, 2%, -38%, -1%, -21%, 1
CCOc1nc(-c2ccccc2Cl)nc2ccccc12
→ 10%[11.4 µM], -3%, 0%[11.4 µM], -5%, 8%, -36%, -3%, -20%, -1
CCOC(=O)c1c(C)[nH]c(C(=O)N/N=C\c2ccccc2Cl)c1C
→ -18%, 0%, -15%, -8%, 2%, 2%, ?, -7%, -3
NNC(=O)[C@@H]1C[C@@H]1c1ccccc1
→ 20%, 1%, 6%, -2%, 0%, -4%[11.4 µM], 0%, -20%, -1
O=[N+]([O-])c1ccccc1S(=O)(=O)N1CCN(Cc2cc3c(cc2O)OCO3)CC1
→ ?, -25%, -3%, -3%, 33%[activator], -8%, 0%, -10%, 7
O=C1[C@@H]2CSC(c3ccc(F)cc3)N2C(=O)N1c1ccc(Cl)cc1 (stereo partly drawn)
→ 3%, 1%, 0%, -1%, 7%, 16%, 4%, -18%, 2
Cc1ccc(C(=O)N/N=C\c2cccnc2)s1
→ 1%, 0%, -2%, 9%, 13%, -6%, -8%, -17%, -3
Cc1cccc([C@@H]2[C@@H]3C(=O)N(Cc4ccccc4)C(=O)[C@@H]3[C@]3(C)C(=O)N(c4cccc(Cl)c4)C(=O)N23)c1
→ 9%, 2%, -9%, -6%, 7%, 2%, 0%, -28%, -1
O=C(NCCOc1ccc(Cl)cc1)c1ccco1
→ 5%, 7%, 1%, 0%, 5%, -12%, 3%, 2%, -4
CCc1ccc(/C=C2\SC(=S)N(CCC(=O)N3CCN(C)CC3)C2=O)cc1
→ ?, -11%, -5%, 1%, 1%, -11%, 0%, -4%, -3
CSc1nnc(NC(=O)C23CC4CC(CC(C4)C2)C3)s1
→ 1%, -1%, 3%, 0%, 10%, -31%, -4%, -26%, -21
CCc1sc(NC(C)=O)nc1-c1ccccc1
→ 11%, 0%, 1%, -2%, 2%, 14%, -3%, -2%, -7
CCc1nccn1S(=O)(=O)c1cc(Br)ccc1Br
→ 2%, -3%, 7%[11.4 µM], -4%, 0%, 23%, -2%, -6%, 1
C[C@@H]1CN([C@@H](C)CO)C(=O)c2cc(Br)cnc2O[C@@H]1CN(C)Cc1cncnc1
→ nt, -1%, nt, -4%, -3%, nt, -1%, -22%, -4
Cc1ccc(-c2csc(N3CCN(CCCn4c(C(F)(F)F)nc5ccccc54)CC3)n2)cc1
→ 14%[57.1 µM], -3%, 8%[57.1 µM], 0%, 14%, -14%, -1%, -17%, -7
Cc1cc(OCCCCn2ccnc2)cc(C)c1Cl
→ 29%[57.1 µM], -18%, -1%[57.1 µM], -4%, 8%, -6%, -6%, -11%, -1
CN(C(=O)CSc1nc2[nH]ncc2c(=O)[nH]1)c1ccccc1
→ -8%, -29%, -8%, -3%, 2%, -23%, 1%, -12%, -1
CC(=O)Nc1ccc(S(=O)(=O)N[C@H](C(=O)O)C(C)C)cc1
→ -2%[57.1 µM], -2%, -6%[57.1 µM], -4%, 4%, -7%, 0%, -17%, -1
Cc1ccc(C)c(NCC(O)c2ccccc2)c1 (stereo not drawn)
→ 26%[57.1 µM], 5%, 4%[57.1 µM], 1%, 0%, 1%, 0%, -24%, -1
C#Cc1cccc(NC(=O)Cc2cccs2)c1
→ -17%, 15%, -11%, 2%, -5%, -8%, -3%, 5%, -5
CC1CCCC(NC2CCCCNC2=O)C1 (stereo not drawn)
→ -5%[57.1 µM], 9%, -3%[57.1 µM], -1%, 0%, 3%, -1%, 0%, 6

Sorted by the number under TrxR1 substrate (low to high): some entries from above.
SMILES | TrxR1 substrate
CCOC(=O)c1c(C)[nH]c(C(=O)N/N=C\c2ccccc2Cl)c1C | -15%
CC1Cc2ccccc2N1C(=O)CCn1cccn1 (stereo not drawn) | -1%
CCCCOc1ccc(C2c3c(oc4ccccc4c3=O)C(=O)N2c2nc(C)c(C(=O)OCC)s2)cc1OC (stereo not drawn) | 2%
O=C(NCCCN1CCOCC1)c1ccco1 | 5%

Further results
Compound	rTrxR1 inhibitor	Vif-A3F inh	TrxR1 substrate	Glioma ERSR ind	mIDH1 inhibitor	RGS4 inhibitor	Vif-A3G inh	USP1-UAF1 inh	LDHA inh
OCCC1CN(CCCn2cccn2)CCN1Cc1ccccc1 (stereo not drawn)	16%[57.1 µM]	1%	6%[57.1 µM]	-5%	0%	-6%	-1%	-6%	2
Cn1c(SCC(=O)NC2CCCCC2)nnc1-c1cc2cc(Cl)ccc2o1	14%	-1%	4%	3%	4%	2%	0%	-11%	1
CCOC(=O)c1cc(NC(=O)c2ccc(Cl)cc2)c(=O)n2c1oc1ccc(Cl)cc12	30%	-13%	11%	-2%	-4%	1%	0%	-16%	-2
Cc1ccc(S(=O)(=O)N2CCN(CN3C(=O)CC4(CCCC4)C3=O)CC2)cc1	-4%	6%	-2%	-3%	10%	-31%	4%	-17%	-3
FC(F)(F)c1cc(-c2ccco2)nc(NCCc2ccccc2)n1	?	?	-5%	14%	3%	13%	-5%	-17%	10
Cc1ccc(C(=O)OCC(=O)c2c[nH]c3ccccc23)cc1S(=O)(=O)N1CCCCC1	-4%	-2%	-8%	-5%	-3%	13%	4%	-11%	-5
C=C(C)CNC(=S)N/N=C1\CCCCc2ccccc21	-3%[57.1 µM]	?	3%[57.1 µM]	-3%	4%	1%	-9%	-15%	-3
CCOc1ccc(OCCC(=O)OC(C)C(=O)Nc2ccc(C(C)=O)cc2)cc1 (stereo not drawn)	-4%	-3%	-5%	2%	2%	-41%	2%	-17%	0
CCOc1ccccc1C(=O)NCCCCNC(=O)c1ccccc1OCC	19%	-2%	9%	-1%	21%	6%	-5%	-22%	-4
COC(=O)C1=C(Nc2ccccc2NC(=O)c2ccccc2C(=O)O)CSC1	-21%	-1%	5%	5%	1%	-15%	1%	?	-1
CCN(c1ccccc1)S(=O)(=O)c1ccc(OC)c(NC(=O)CN2C(=O)NC(C)(C)C2=O)c1	12%	?	5%	-5%	7%	-37%	-5%	-19%	-4

Quoted from the listing:
rTrxR1 inhibitor, Cc1ccc(C)c(NCC(O)c2ccccc2)c1 (stereo not drawn) reads 26%[57.1 µM]
rTrxR1 inhibitor, CC1Cc2ccccc2N1C(=O)CCn1cccn1 (stereo not drawn) reads 20%

Only part of the results is shown, so the mix of outcomes need not match the whole.
